Source: PubChem (several laboratories)
HIF-2a inh = HIF-2a reporter inhibitors, primary screen, luminescence, 786-0 RCC cells | 786-0 RCC cells HIF-2a reporter, luciferase luminescence, overnight | inhibition, % at 18.8 µM | actives 0.72% (n = 360,000) | AID 624352, 2012;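 active means inhibition of the luminescence signal of 40% or more relative to plate controls, in a single-dose primary screen at 18.75 µM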
Peg3 prom inh = Peg3 promoter-driven luciferase inhibitors, primary screen, cell-based, HeLa, luciferase luminescence; HeLa PEG-Prom luciferase reporter, overnight; inhibition, % at 20 µM; actives 1.7% (n = 360,000); AID 588405, 2011;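 active means inhibition of at least 50% at 20 µM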
CaV13 FRET inh = Disruptors of the CACNA1D IQ motif to Ca2+-dependent inactivation inhibitor domain association, primary screening, Förster resonance energy transfer in intact living …; HEK cells, CFP/YFP FRET ICDI-IQ, plate reader, 10 min; percent FRET-ratio fall versus neutral wells; inhibition, % at 12.3 µM; actives 0.098% (n = 340,000);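 active means mean replicate inhibition of at least 30% and at least 1% of replicates passing that level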;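 further: 0% = median of the neutral control wells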
MITF TRPM1 inh = inhibitors of MITF-dependent TRPM1 promoter reporter, primary screen, cell-based, SK-MEL-5, single point, luciferase; SK-MEL-5 TRPM1 promoter luciferase, 24 h; inhibition, % at 12.5 µM; actives 0.83% (n = 330,000); AID 488899, 2010;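 active means mean inhibition across replicates of 60% or more, whatever share of single replicates reaches that level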; further: values of inactives mirror those of a sister screen read the other way
NR2E3 ag-1 = inhibitors of NR2E3-RetCOR corepressor binding, primary screen, NR2E3 agonist project, biochemical, TR-FRET, GST-NR2E3, biotin-RetCOR; Photoreceptor-specific nuclear receptor (Homo sapiens), Q9Y5X4; 1536-well; inhibition of corepressor binding, % at 4.78 µM; actives 0.12% (n = 320,000); AID 2300, 2010;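 active means percent inhibition above the cutoff of mean plus 3 SD of all tested compounds, set per screening campaign, cut at about 20% in these data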;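 further: 0% = DMSO wells and 100% = biotin wells as full block of FRET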
Target sequence (Q9Y5X4 whole entry, looked up): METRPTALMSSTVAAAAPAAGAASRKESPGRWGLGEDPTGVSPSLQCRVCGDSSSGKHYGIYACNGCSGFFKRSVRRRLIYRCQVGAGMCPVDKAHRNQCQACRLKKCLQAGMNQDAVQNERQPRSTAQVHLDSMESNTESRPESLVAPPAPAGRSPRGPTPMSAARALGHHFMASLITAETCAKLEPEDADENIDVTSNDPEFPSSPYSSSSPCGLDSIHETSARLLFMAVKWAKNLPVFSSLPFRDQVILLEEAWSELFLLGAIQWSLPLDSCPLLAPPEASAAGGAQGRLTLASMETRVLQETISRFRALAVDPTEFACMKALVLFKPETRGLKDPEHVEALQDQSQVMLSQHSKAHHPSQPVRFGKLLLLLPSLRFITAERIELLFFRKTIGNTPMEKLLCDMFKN
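Test system: GST-NR2E3 and biotin-RetCOR proteins | Quantity: 1.35 nM GST-tagged NR2E3 final | Medium: Tris pH 7.5 | Also added: 7 nM biotin-RetCOR | Dosing: Compound at 4.8 µM, single dose | Timing: 5 h at 4 °C | Detection: Time-resolved FRET | Read-out basis: Percent inhibition | Benchmarks: Biotin wells as high control, 0.6% DMSO wells as low control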
Granule exo inh = LAMP-1 surface exposure blockers, TALL-104 cells – cell-based, flow cytometry, MLPCN library, primary screen; TALL-104 LAMP-1 surface exposure; cells stimulated with thapsigargin and PMA; inhibition, % at 10 µM; actives 0.66% (n = 360,000); AID 651702, 2012;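 active means inhibition above about 55%, limit read from the data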
Vif imaging = HIV Vif self-association inhibitors, primary screen, imaging, HEK293T, single point. HEK293T cells, Vif self-association by quenched fluorescence, 24 h. inhibition, % at 7.49 µM. actives 0.35% (n = 340,000); in the data active means inhibition above about 50%, passing the limit was not always enough; further: some results filed as inactive read as strong as hits
PDI inh = inhibitors of human PDI, primary screen, biochemical, turbidity, single point, plate reader; actives 0.052% (n = 350,000); PDI insulin aggregation turbidity, A650, 90 min; Protein disulfide-isomerase (Homo sapiens), P07237; inhibition, % at 10 µM;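 active means mean inhibition across replicates of 30% or more, whatever share of single replicates reach that level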;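 further: absorbance from insulin aggregation driven by PDI reduction with DTT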
Target sequence (P07237 whole entry, looked up): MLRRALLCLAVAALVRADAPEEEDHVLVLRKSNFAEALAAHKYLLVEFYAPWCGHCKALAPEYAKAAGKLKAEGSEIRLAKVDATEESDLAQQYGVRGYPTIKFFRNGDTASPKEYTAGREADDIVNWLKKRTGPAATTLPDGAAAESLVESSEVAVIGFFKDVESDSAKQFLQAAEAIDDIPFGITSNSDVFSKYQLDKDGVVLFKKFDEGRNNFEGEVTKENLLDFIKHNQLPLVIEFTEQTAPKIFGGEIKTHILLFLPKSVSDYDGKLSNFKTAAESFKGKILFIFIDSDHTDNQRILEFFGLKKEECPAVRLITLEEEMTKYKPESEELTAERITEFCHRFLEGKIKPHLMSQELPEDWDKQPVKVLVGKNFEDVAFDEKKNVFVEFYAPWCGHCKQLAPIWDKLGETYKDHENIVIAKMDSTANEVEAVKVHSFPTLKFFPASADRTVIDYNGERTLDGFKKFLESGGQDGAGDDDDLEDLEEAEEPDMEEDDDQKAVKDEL
aDG glyco act = activators of alpha-DG glycosylation, primary screen, uHTS, Pro5-aDG cells, AlphaScreen. alpha-DG glycosylation AlphaScreen (IIH6); 0% Pro5, 100% B10-LARGE cell signal. activation, % at 10 µM. actives 0.22% (n = 360,000);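 active means activation of at least 8% versus controls, or a plate z-score of at least 8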;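 further: Pro5 are CHO cells carrying HIG-tagged alpha-DG that lacks glycosylation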
hiPSC survival = enhancers of single-cell hiPSC survival, primary screen, ATPlite luminescence | survival enhancement, % at 20 µM | 100% = ROCK inhibitor wells, 0% = DMSO | actives 0.044% (n = 360,000); in the data active means survival enhancement above about 18%;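 further: cells exposed to compounds for 16 hours before the ATP read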
NR2E3 ag-2 = NR2E3 agonists in two-hybrid cells, primary screen, cell-based, luminescence, CHO-S, Gal4-NCOR/VP16-NR2E3 | Photoreceptor-specific nuclear receptor (Homo sapiens), Q9Y5X4 | luciferase | inhibition of corepressor binding, % at 3.98 µM | actives 0.35% (n = 360,000) | AID 602229, 2012;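 active means inhibition above the mean of all tested compounds plus 3 SD, cut at about 70% in these data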;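 further: 0% = DMSO with NR2E3 transfected cells and 100% = cells lacking NR2E3 construct; higher means lower luciferase signal from less NR2E3 corepressor binding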
Active calls of the source: *; · = no result given.

Below each compound: HIF-2a inh, Peg3 prom inh, CaV13 FRET inh, MITF TRPM1 inh, NR2E3 ag-1, Granule exo inh, Vif imaging, PDI inh, aDG glyco act, hiPSC survival, NR2E3 ag-2
O=C(C=Cc1ccccc1)c1ccc([N+](=O)[O-])cc1
  -54, 40, -8, -8, ·, -2, -4, 3, 0.0, 0.5, -51
CN(C)CCCNC(=O)C[C@H]1C[C@H](C(=O)N2CCOCC2)[C@@]2(C)c3[nH]c4cc(-c5ccco5)ccc4c3CCN2C1=O
  -3, -30, -6, -19, ·, -1, ·, 7, 0.0, -1.7, -7
O/N=C/c1cn(-c2ccccc2)nc1-c1ccccc1
  -128, -25, -17, -39, ·, -10, -9, 0, 0.8, -0.4, -18
CC1(C)Cc2c(C#N)c(N3CCN(C(=O)c4ccccc4)CC3)nc(Cc3ccccc3)c2CO1
  15, 22, -4, 8, 1, 13, ·, 7, 0.1, 0.2, 6
CCc1ccc(C2c3[nH]c4ccccc4c3CCN2C(=O)CN2CCN(CC)CC2)cc1 (configuration not stated)
  6, 84*, -3, 43, -3, 41, 7, -1, 8.0*, -5.6, 6
COC(=O)Nc1ccc(S(=O)(=O)N2CCCC(C(=O)O)C2)cc1 (configuration not stated)
  11, 3, 4, 3, 0, -1, 5, -3, 0.3, 0.4, -14
C/C(CC1(O)C(=O)Nc2ccccc21)=N\O (configuration not stated)
  13, 8, -6, 4, 2, -6, 26, -6, 0.0, 2.5, 26
Cc1ccc(S(=O)(=O)N2C[C@H]3[C@H]4C(=O)N(Cc5ccccc5)C(=O)[C@H]4CC(=O)[C@H]3[C@@H]2c2ccccc2)cc1
  14, 9, -3, ·, ·, 6, 4, ·, 0.0, 2.0, 9
COc1cc(NS(=O)(=O)c2ccc(C)c(C)c2)c(OC)cc1Cl
  10, 21, -5, 3, -2, -2, -14, 3, 0.7, -0.7, 12
CCOC(=O)N1CCC(NC(=O)C2CCCN(S(=O)(=O)c3cccc4nsnc34)C2)CC1 (configuration not stated)
  0, 1, -4, 10, -2, 0, 31, -6, 0.4, 2.9, -10
O=c1c2ccccc2ncn1CCOCCOc1ccc([N+](=O)[O-])cc1
  16, 1, 0, 2, -4, -1, 8, 5, 0.2, -0.5, -8
CCNC(=O)C(=O)Nc1cc2c3c(c1)CCN3C(=O)CC2
  5, -21, -4, 6, 2, -10, -2, -2, -0.1, -0.5, 3
O=[N+]([O-])c1ccc(N2CCCCCC2)c([N+](=O)[O-])c1
  -5, 8, ·, -7, 0, -1, 0, -4, -0.2, -3.6, 14
O=C1c2[nH]nc(-c3ccccc3O)c2C(c2ccccc2F)N1Cc1ccco1 (configuration not stated)
  22, 30, -4, 9, 4, 22, -9, -1, -0.2, -1.4, 7
Cc1nnc(SCc2ccc(CSc3nnc(C)c(=O)[nH]3)cc2)[nH]c1=O
  14, 17, -7, 4, 6, -4, 2, 5, -0.4, 3.1, -18
CC(=O)c1csc(-c2cccc(-c3nc4ccc(Cl)cn4c3NC3CCCCC3)c2)c1
  10, 37, -12, 0, 2, -6, -3, 7, -0.5, 1.0, -2
CCNc1nc(NCc2ccccc2)nc(Oc2ccc(=O)[nH]n2)n1
  17, 8, -5, -1, -2, -2, ·, -7, -0.3, 0.4, -7
O=[N+]([O-])c1[nH]cnc1/C=C/c1ccccc1
  -104, -63, -13, -16, -1, -2, -3, 2, 0.1, 0.1, -24
COc1ccc(-c2cn3cccnc3n2)cc1
  -205, -160, -2, -64, -4, 0, 1, -6, 0.0, -0.8, -38
CC(=O)N(C1=C(N2CCOCC2)C(=O)c2ccccc2C1=O)c1ccc(C(=O)O)cc1
  64*, 12, -6, 13, -1, 3, -1, -1, 0.1, -1.0, 21
CCOC(=O)c1nc(Nc2cc(Cl)ccc2OC)c2ccccc2n1
  -5, 6, -1, 16, 0, 55, -17, 2, -0.2, -0.2, 14
O=C(Nc1nccs1)c1ccc([N+](=O)[O-])cc1
  -186, -138, 4, -21, -1, -2, -14, 3, -0.1, -0.5, -10
S=C1NC2(CCCCCC2)N=C1c1ccccc1
  -1, -3, -3, -20, 2, 9, 1, 0, -0.1, 0.0, -1
Cc1cc(=O)[nH]c(N/N=C/c2cn(CCC#N)nc2-c2ccccc2)n1
  16, 3, -4, -6, 2, -8, 1, -3, 0.0, 1.1, 1
CN1CCN(S(=O)(=O)c2ccc(Nc3cccc(Cl)c3)c([N+](=O)[O-])c2)CC1
  4, 12, -5, 4, 3, 1, 3, 17, -0.1, 0.1, 4
O=C(COc1ccccc1[N+](=O)[O-])N(C1CCCCC1)C1CCS(=O)(=O)C1 (configuration not stated)
  3, 19, -4, -2, 3, -3, 3, 3, 0.2, -0.6, -21
CC(=O)c1cc2c(cc1NC(=O)CCCC(=O)O)OCO2
  29, 16, ·, -6, -1, -4, 6, -3, 0.1, 2.8, -24
C=CCNC(=O)CSc1nnc(-c2ccc(S(=O)(=O)N3CCCC3)cc2)n1C
  6, 12, -4, -5, 2, -11, 9, -5, -0.1, 0.2, -22
O=S(=O)(c1ccc(SCCO)nc1)N1CCCC1
  7, 13, -6, -2, 3, -2, -3, 1, 0.1, 0.4, -8
CCOc1ccc(NC(=O)CN(C)C(=O)C2CC(=O)N(c3ccc4c(c3)OCCO4)C2)cc1OCC (configuration not stated)
  11, -9, -2, -1, 1, 0, 26, 3, 0.1, -0.5, 9
CCC(=O)OCCn1c(Br)nc2c1c(=O)[nH]c(=O)n2C
  18, -2, -5, 6, -3, -1, 8, -1, 0.0, 0.5, 8
Cc1ccc(N=c2c([N+](=O)[O-])nn(-c3ccc4c(c3)OCCO4)n2O)cc1F
  70*, 33, -13, 34, 1, 2, -5, -3, 0.1, -0.1, 82*
CNC(=S)N1CCN(c2nc(-c3ccc(F)cc3)cs2)CC1
  -76, -34, -7, -6, -3, -3, 4, 4, 0.0, 0.0, 2
O=C(Nc1cccc(NC(=O)c2ccco2)c1)c1ccc([N+](=O)[O-])cc1
  9, -4, 10, 2, 3, -1, -1, 0, 0.0, 0.1, -13
O=C(c1cc2ncc(CCCl)cn2n1)N1CCCCCC1
  -9, -2, -5, 3, 0, 7, -1, -12, 1.2, -1.5, -24
Cc1oc(-c2ccc(Cl)cc2)nc1CS(=O)CC(=O)NC(C)c1ccccc1 (configuration not stated)
  6, 5, -3, 10, 1, 27, -1, 10, 0.0, 0.9, 9
CC(CCc1ccccc1)NC(=O)COC(=O)c1cccc(N(C)C)c1 (configuration not stated)
  -14, -9, -20, -3, 2, 18, 2, 7, 0.1, -0.3, -23
CCNC(=O)/C(=C\c1ccc2c(c1)OCO2)NC(=O)c1ccc(Br)cc1
  10, -1, -3, -8, 2, 8, 6, -1, -0.1, 2.8, 7
Cn1c(NCc2c(O)ccc3ccccc23)nc2ccccc21
  -29, -8, -6, -10, 0, 4, -1, -4, 0.1, -1.2, 1
O=C(c1cccc(S(=O)(=O)N2CCN(c3ccc(F)cc3)CC2)c1)N1CCN(c2ccccc2O)CC1
  3, 14, -4, 5, ·, -3, -3, -2, 1.1, -0.4, 28

Sorted by count of non-hydrogen atoms (lowest first): part of the list above.
Below each compound: HIF-2a inh, Peg3 prom inh, CaV13 FRET inh, MITF TRPM1 inh, NR2E3 ag-1, Granule exo inh, Vif imaging, PDI inh, aDG glyco act, hiPSC survival, NR2E3 ag-2
O=S(=O)(c1ccc(SCCO)nc1)N1CCCC1
  7, 13, -6, -2, 3, -2, -3, 1, 0.1, 0.4, -8
CCC(=O)OCCn1c(Br)nc2c1c(=O)[nH]c(=O)n2C
  18, -2, -5, 6, -3, -1, 8, -1, 0.0, 0.5, 8
CC(=O)c1cc2c(cc1NC(=O)CCCC(=O)O)OCO2
  29, 16, ·, -6, -1, -4, 6, -3, 0.1, 2.8, -24
CNC(=S)N1CCN(c2nc(-c3ccc(F)cc3)cs2)CC1
  -76, -34, -7, -6, -3, -3, 4, 4, 0.0, 0.0, 2
Cn1c(NCc2c(O)ccc3ccccc23)nc2ccccc21
  -29, -8, -6, -10, 0, 4, -1, -4, 0.1, -1.2, 1
CC(CCc1ccccc1)NC(=O)COC(=O)c1cccc(N(C)C)c1 (configuration not stated)
  -14, -9, -20, -3, 2, 18, 2, 7, 0.1, -0.3, -23
CN1CCN(S(=O)(=O)c2ccc(Nc3cccc(Cl)c3)c([N+](=O)[O-])c2)CC1
  4, 12, -5, 4, 3, 1, 3, 17, -0.1, 0.1, 4
Cc1ccc(N=c2c([N+](=O)[O-])nn(-c3ccc4c(c3)OCCO4)n2O)cc1F
  70*, 33, -13, 34, 1, 2, -5, -3, 0.1, -0.1, 82*
CCOc1ccc(NC(=O)CN(C)C(=O)C2CC(=O)N(c3ccc4c(c3)OCCO4)C2)cc1OCC (configuration not stated)
  11, -9, -2, -1, 1, 0, 26, 3, 0.1, -0.5, 9

The listing continues.
Below each compound: HIF-2a inh, Peg3 prom inh, CaV13 FRET inh, MITF TRPM1 inh, NR2E3 ag-1, Granule exo inh, Vif imaging, PDI inh, aDG glyco act, hiPSC survival, NR2E3 ag-2
O=S1(=O)CC(N2CCSCC2)CN1Cc1cn(Cc2ccc(F)cc2)nn1 (configuration not stated)
  4, ·, -3, ·, ·, -1, ·, ·, 0.0, -1.0, -5
CCOC(=O)c1c(C)[nH]c(C(=O)CC(=O)OC)c1C
  3, -5, -6, -8, 3, 3, -5, -4, -0.2, 2.5, -11
C[C@H](CO)N1C[C@H](C)[C@@H](CN(C)S(=O)(=O)c2cn(C)cn2)Oc2ccc(NC(=O)NC3CCCCC3)cc2C1=O
  9, -6, -6, 2, ·, -3, ·, -5, 0.0, 3.4, -22
COc1ccc(N2CCN(c3nc(-c4cccs4)nc4ccccc34)CC2)cc1
  -6, -70, -9, -55, 3, -2, -3, 7, -0.6, 1.1, -37
O=C(COc1ccc(Cl)cc1)Nc1cccc(-c2ccc3nncn3n2)c1
  6, -7, -5, 0, 1, 7, 0, 6, 3.5*, -0.3, 0
CC(=O)Cc1nsc(NC(=O)c2ccc(-c3ccc(F)cc3)o2)n1
  -49, -36, -12, -17, 2, 0, 4, 9, -0.1, -0.5, -38
CN(C)c1ccc(NC(=O)C2C3C=CC(C3)C2C(=O)O)cc1 (configuration not stated)
  -40, -51, -20, -16, ·, -62, 1, -11, 0.1, 0.6, 15
CCOC(=O)Cc1nnc(NC(=O)C23CC4CC(CC(C4)C2)C3)s1
  -5, -1, -3, 2, 0, 10, -5, 0, 0.3, -0.3, 13
